Source: PubChem BioAssay
MITF TRPM1 inh = MITF TRPM1 promoter inhibition in SK-MEL-5 cells. SK-MEL-5 TRPM1 promoter luciferase, 24 h. inhibition, % at 12.5 µM. 330,000 tested, 0.83% active;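 active = mean inhibition across replicates of 60% or more, whatever share of single replicates reaches that level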; note: values of inactives mirror those of a sister screen read the other way
NR2E3 ag-1 = NR2E3 (human) agonism; inhibition of corepressor binding, % at 4.78 µM; AID 2300; Q9Y5X4; 320,000 tested, 0.12% active; GST-NR2E3/biotin-RetCOR TR-FRET, 1536-well;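 active = percent inhibition above the cutoff of mean plus 3 SD of all tested compounds, set per screening campaign, cut at about 20% in these data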;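 note: 0% = DMSO wells and 100% = biotin wells as full block of FRET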
Target sequence (Q9Y5X4 whole entry, looked up): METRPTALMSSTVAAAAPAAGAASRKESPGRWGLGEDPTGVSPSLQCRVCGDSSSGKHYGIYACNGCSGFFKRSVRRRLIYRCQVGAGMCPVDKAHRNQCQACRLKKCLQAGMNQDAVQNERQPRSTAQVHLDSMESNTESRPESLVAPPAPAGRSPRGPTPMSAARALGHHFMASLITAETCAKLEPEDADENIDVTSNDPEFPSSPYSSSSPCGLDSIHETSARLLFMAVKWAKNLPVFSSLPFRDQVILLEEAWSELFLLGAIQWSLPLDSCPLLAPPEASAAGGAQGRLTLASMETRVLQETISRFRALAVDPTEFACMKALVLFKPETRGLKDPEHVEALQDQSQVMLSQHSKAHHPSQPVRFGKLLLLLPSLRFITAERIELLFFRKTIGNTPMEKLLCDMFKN
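Material – GST-tagged NR2E3 plus biotinylated RetCOR corepressor · Quantity – NR2E3 fusion 1.35 nM · Times – 5 h incubation at 4 °C · Medium – pH 7.5 Tris-based buffer · Technique – TR-FRET, Eu(K)-anti-GST donor, streptavidin-D2 acceptor, ex 340, em 617/671 nm · Benchmarks – high control biotin, low control 0.6% DMSO · Format – 1536-well plates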
Peg3 promoter = inhibitors of Peg3 promoter. 360,000 tested, 1.7% active. inhibition, % at 20 µM. AID 588405. HeLa PEG-Prom luciferase reporter, luminescence, overnight;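 active = inhibition of at least 50% at 20 µM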
PDI inh = blocks human protein disulfide isomerase activity; inhibition, % at 10 µM; 350,000 tested, 0.052% active; P07237; PDI insulin aggregation turbidity, A650, 90 min;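 active = mean inhibition across replicates of 30% or more, whatever share of single replicates reach that level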;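 note: absorbance from insulin aggregation driven by PDI reduction with DTT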
Target sequence (P07237 whole entry, looked up): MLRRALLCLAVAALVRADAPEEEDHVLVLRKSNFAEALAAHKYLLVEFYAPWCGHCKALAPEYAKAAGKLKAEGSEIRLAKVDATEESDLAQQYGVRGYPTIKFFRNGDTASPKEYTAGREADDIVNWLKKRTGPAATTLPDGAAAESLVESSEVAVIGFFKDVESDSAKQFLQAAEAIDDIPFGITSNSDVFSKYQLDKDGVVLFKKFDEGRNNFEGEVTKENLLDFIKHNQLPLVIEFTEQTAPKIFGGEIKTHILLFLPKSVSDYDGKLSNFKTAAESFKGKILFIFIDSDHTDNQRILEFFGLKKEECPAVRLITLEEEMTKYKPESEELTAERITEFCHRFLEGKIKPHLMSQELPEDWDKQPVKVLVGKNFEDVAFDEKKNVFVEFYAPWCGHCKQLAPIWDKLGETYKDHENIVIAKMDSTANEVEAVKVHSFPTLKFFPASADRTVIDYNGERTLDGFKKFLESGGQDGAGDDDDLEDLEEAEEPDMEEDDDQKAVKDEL
CaV13 ICDI inh = Disruptors of the CACNA1D IQ motif to Ca2+-dependent inactivation inhibitor domain association, primary screening, Förster resonance energy transfer in intact living …; HEK cells, CFP/YFP FRET ICDI-IQ, plate reader, 10 min; percent FRET-ratio fall versus neutral wells; inhibition, % at 12.3 µM; 340,000 tested, 0.098% active; AID 743397;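 active = mean replicate inhibition of at least 30% and at least 1% of replicates passing that level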;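 note: 0% = median of the neutral control wells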
aDG glyco up = increases alpha dystroglycan glycosylation. Pro5-aDG cells, alpha-DG glycosylation AlphaScreen (IIH6); 0% Pro5, 100% B10-LARGE cell signal. activation, % at 10 µM. 360,000 tested, 0.22% active;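 active = activation of at least 8% versus controls, or a plate z-score of at least 8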;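 note: Pro5 are CHO cells carrying HIG-tagged alpha-DG that lacks glycosylation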
HIF-2a block = inhibitors of HIF-2a; 786-0 RCC cells HIF-2a reporter, luciferase luminescence, overnight; inhibition, % at 18.8 µM; 360,000 tested, 0.72% active;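 active = inhibition of the luminescence signal of 40% or more relative to plate controls, in a single-dose primary screen at 18.75 µM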
iPSC survival up = increases survival of single human iPS cells | 360,000 tested, 0.044% active | survival enhancement, % at 20 µM | hiPSC single-cell survival, ATPlite luminescence; 100% = ROCK inhibitor wells, 0% = DMSO; in the data active = survival enhancement above about 18%;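 note: cells exposed to compounds for 16 hours before the ATP read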
Vif inh = inhibitors of HIV Vif; 340,000 tested, 0.35% active; HEK293T cells, Vif self-association by quenched fluorescence, imaging, 24 h; inhibition, % at 7.49 µM; in the data active = inhibition above about 50%, passing the limit was not always enough; note: some results filed as inactive read as strong as hits
Granule exo inh = blocks lytic granule exocytosis. TALL-104 LAMP-1 surface exposure, flow cytometry; cells stimulated with thapsigargin and PMA. inhibition, % at 10 µM. 360,000 tested, 0.66% active. AID 651702;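 active = inhibition above about 55%, limit read from the data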
NR2E3 ag-2 = human photoreceptor-specific nuclear receptor agonism; CHO-S Gal4-NCOR/VP16-NR2E3 two-hybrid, luciferase; Q9Y5X4; 360,000 tested, 0.35% active; inhibition of corepressor binding, % at 3.98 µM; AID 602229;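 active = inhibition above the mean of all tested compounds plus 3 SD, cut at about 70% in these data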;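 note: 0% = DMSO with NR2E3 transfected cells and 100% = cells lacking NR2E3 construct; higher means lower luciferase signal from less NR2E3 corepressor binding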
* marks the source's active call; other numbers are inactive results; x = not tested or not shown.

The line under a structure holds: MITF TRPM1 inh	NR2E3 ag-1	Peg3 promoter	PDI inh	CaV13 ICDI inh	aDG glyco up	HIF-2a block	iPSC survival up	Vif inh	Granule exo inh	NR2E3 ag-2
- COc1ccc(-c2sc3cc4c(cc3c2C#Cc2cncn2C)OCO4)cc1
  -20	x	26	3	-10	1.8	-21	-1.1	16	-2	-47
- O=c1[nH]c(=S)[nH]c2c1C(c1ccc(Cl)c(Cl)c1)OC(CCc1ccccc1)C2 (stereo not given)
  x	x	x	x	-6	-0.1	-11	0.8	x	-6	-9
- CCOC(=O)COc1ccc(Br)cc1/C=C\c1[nH]c(=O)[nH]c(=O)c1[N+](=O)[O-]
  14	2	-10	2	-18	0.0	11	3.6	-7	-2	-23
- CCOc1ccc(C(=O)COc2ccc(NC(C)=O)cc2)cc1
  7	3	-31	0	-5	0.0	-29	1.4	-16	-2	0
- Cc1scc(C(=O)Nn2cnnc2)c1-c1ccccc1
  13	4	6	-1	-6	0.1	5	0.5	6	-1	-39
- COc1cc(C2C(C(=O)c3ccc(C)o3)=C(O)C(=O)N2c2cc(C)on2)cc(Br)c1O (stereo not given)
  -12	4	10	1	x	2.9	12	5.4	-12	30	-26
- CC1(C(=O)Nc2ccc3c(c2)OCCO3)CCN1C(=O)C1(c2ccc(Cl)cc2)CCC1 (stereo not given)
  x	x	15	-2	-6	-0.4	12	1.0	-9	11	-1
- COc1ccc(C(=O)COC(=O)c2ccccc2O)c(OC)c1
  -57	4	-397	-7	-3	0.3	-101	-0.4	2	-1	-91
- COc1cccc(OCC(=O)N2CCC3(CC2)CC(=O)c2ccccc2O3)c1
  0	0	-3	-4	-5	-0.3	3	2.6	-9	-4	-22
- O=C(CCCSc1nc2ccccc2s1)NCc1ccco1
  -4	0	-44	4	-5	0.3	-70	-1.1	12	-2	27
- CC[C@H](C)NC(=O)c1ccc(Cn2c(=S)[nH]c3c([nH]c4ccc(OC)cc43)c2=O)cc1
  -18	3	33	-4	-6	-0.2	4	7.6	3	0	-23
- O=C(CCn1c(=O)[nH]c2ccsc2c1=O)N1CCN(Cc2ccc3c(c2)OCO3)CC1
  0	1	21	0	-4	-0.2	8	5.4	-2	5	-8
- Cc1ccc(C(=O)C(C)OC(=O)C2=COCCO2)cc1C (stereo not given)
  5	3	-9	-3	x	0.0	8	0.1	-36	-5	-10
- Cc1ccc(-c2csc(NC(=O)CSc3nc(C)cs3)n2)cc1
  -42	2	-164	7	x	0.0	-159	8.1	-5	2	-37
- CCOC(=O)c1c(NC(=S)Nc2ccccc2)sc(C)c1C
  -5	5	-32	5	-10	0.0	-15	5.3	-9	-2	-5
- CSc1ccccc1C(=O)C1CCCN(Cc2c(C)n(C)n(-c3ccccc3)c2=O)C1 (stereo not given)
  1	3	12	6	-4	0.2	1	-0.2	2	2	1
- CC(C(=O)NCCN1C(=O)S/C(=C\c2cccnc2)C1=O)N1C(=O)c2ccccc2C1=O (stereo not given)
  -8	3	1	-1	2	-0.1	11	1.4	1	-1	18
- COc1ccc(C(C(=O)NC(C)(C)C)N(Cc2ccco2)C(=O)CCC(=O)Nc2cc(C)on2)cc1 (stereo not given)
  12	-1	3	0	-3	-0.2	-1	-0.3	0	-5	-2
- C=CCn1c(CNC(=O)c2ccco2)nnc1SCC(=O)c1ccccc1
  5	3	-14	2	-1	-0.3	-15	-0.4	9	3	-16
- Cc1ccc(-c2nc(=S)c3c(n2Cc2cccnc2)CC(C)(C)OC3)cc1
  -4	0	0	7	-5	0.1	20	-0.8	0	5	-15

Next section.
The line under a structure holds: MITF TRPM1 inh	NR2E3 ag-1	Peg3 promoter	PDI inh	CaV13 ICDI inh	aDG glyco up	HIF-2a block	iPSC survival up	Vif inh	Granule exo inh	NR2E3 ag-2
- Cc1ccccc1NC(=O)Cn1nc(C(=O)O)c2ccccc2c1=O
  3	0	-1	-4	-4	0.0	11	-0.4	-20	3	-33
- Cn1cc(-c2nnnn2-c2ccccc2)c(=O)c2ccccc21
  -5	2	4	-1	-4	0.0	-5	-2.4	-1	-2	-1
- O=C(COC(=O)CNC(=O)c1ccccc1)Nc1ccccc1Cl
  2	0	-28	-4	-5	-0.4	-68	-1.2	13	1	-11
- C=CCn1c(SCC(=O)OCC)nc(C(F)(F)F)cc1=O
  11	3	1	-9	-6	-0.1	17	1.7	-6	-3	16
- CC(=O)OC1[C@H](Oc2c(O)c(C)c3c4c2[C@@H](C)CC[C@@H]4[C@@H](C)C[C@@H]3C=C(C)C)OC[C@@H](O)[C@@H]1O (stereo not given in full)
  11	x	8	14	-7	-0.3	15	2.0	-2	-2	-28
- O=C(Nc1ccc2[nH]c3c(c2c1)CCCC3)c1ccco1
  -22	0	-159	2	x	0.1	-136	3.6	6	-2	-14
- OC(CC#CCN1CCCCC1)(c1ccccc1)c1ccccc1
  5	4	45	-3	-6	-0.1	9	-0.7	1	10	12
- Cc1sc2ncnc(SCC(=O)N3CCCC3)c2c1C
  -14	-1	-7	-2	x	0.3	-29	-3.2	8	-1	-7
- Cc1c(NC(=O)Nc2ccc(C(C)C)cc2)c(=O)n(-c2ccccc2)n1C
  1	0	17	6	-3	0.9	17	-0.4	-7	1	0
- Cc1ccc(NC(=O)CSc2ccccc2)cc1S(=O)(=O)N1CCOCC1
  -1	x	9	4	-6	0.1	-10	0.2	-4	-4	-35
- COc1ccc(/C=C/C(=O)N2CCN(c3ccccn3)CC2)c2ccccc12
  8	3	-7	3	x	0.1	-26	-0.7	6	-2	19
- COC(=O)c1c(NC(=O)CN2C(=O)C(=O)N(C(C)C)C2=O)sc(C)c1C
  10	2	19	-22	-5	0.0	6	-0.6	-2	-3	11
- Cn1nc(C(=O)NC2CCCCC2)c2ccccc2c1=O
  5	2	3	-1	-6	0.0	2	-2.0	6	3	10
- CCOC(=O)N1CCc2c(sc(NC(C)=O)c2C(N)=O)C1
  8	2	-12	4	-6	-0.1	0	-0.4	8	3	-13
- CCc1cc2cc(C)cc(C)c2nc1SCC(=O)Nc1cc(C)on1
  3	2	23	-4	-4	-0.4	21	0.5	-1	-2	-11
- Nc1ccccc1/C=C/c1ccccc1N
  -55	x	-306	-8	-4	0.2	-261	-0.2	4	1	-88
- Oc1ccc(CN2CCc3ccccc3C2)c2cccnc12
  71*	2	94*	-7	-8	-0.3	-13	6.9	-2	-2	-9
- CC(O)(c1cccnc1)c1nc(-c2ccc3ccccc3c2)cs1 (stereo not given)
  x	x	-212	-2	-5	1.5	-268	-1.1	-17	-5	31
- O=C(NCc1ccccn1)c1cccc([N+](=O)[O-])c1
  9	4	2	0	-7	-0.2	-5	3.2	24	-3	-2
- Cc1ccc(Cl)cc1NS(=O)(=O)c1cn(C)nc1C
  -6	6	8	-21	x	0.4	2	0.4	-5	-1	-5

9 compounds out of the list, arranged by number of heavy atoms, smallest number first:
The line under a structure holds: MITF TRPM1 inh	NR2E3 ag-1	Peg3 promoter	PDI inh	CaV13 ICDI inh	aDG glyco up	HIF-2a block	iPSC survival up	Vif inh	Granule exo inh	NR2E3 ag-2
- Cc1ccc(Cl)cc1NS(=O)(=O)c1cn(C)nc1C
  -6	6	8	-21	x	0.4	2	0.4	-5	-1	-5
- Cn1nc(C(=O)NC2CCCCC2)c2ccccc2c1=O
  5	2	3	-1	-6	0.0	2	-2.0	6	3	10
- Oc1ccc(CN2CCc3ccccc3C2)c2cccnc12
  71*	2	94*	-7	-8	-0.3	-13	6.9	-2	-2	-9
- Cc1ccc(-c2csc(NC(=O)CSc3nc(C)cs3)n2)cc1
  -42	2	-164	7	x	0.0	-159	8.1	-5	2	-37
- O=C(COC(=O)CNC(=O)c1ccccc1)Nc1ccccc1Cl
  2	0	-28	-4	-5	-0.4	-68	-1.2	13	1	-11
- CCc1cc2cc(C)cc(C)c2nc1SCC(=O)Nc1cc(C)on1
  3	2	23	-4	-4	-0.4	21	0.5	-1	-2	-11
- Cc1c(NC(=O)Nc2ccc(C(C)C)cc2)c(=O)n(-c2ccccc2)n1C
  1	0	17	6	-3	0.9	17	-0.4	-7	1	0
- O=c1[nH]c(=S)[nH]c2c1C(c1ccc(Cl)c(Cl)c1)OC(CCc1ccccc1)C2 (stereo not given)
  x	x	x	x	-6	-0.1	-11	0.8	x	-6	-9
- CC[C@H](C)NC(=O)c1ccc(Cn2c(=S)[nH]c3c([nH]c4ccc(OC)cc43)c2=O)cc1
  -18	3	33	-4	-6	-0.2	4	7.6	3	0	-23

(listing goes on)
The line under a structure holds: MITF TRPM1 inh	NR2E3 ag-1	Peg3 promoter	PDI inh	CaV13 ICDI inh	aDG glyco up	HIF-2a block	iPSC survival up	Vif inh	Granule exo inh	NR2E3 ag-2
- CCOc1ccc(N2C(=O)CC(/C=C3/N(C)c4ccccc4C3(C)C)C2=O)cc1 (stereo not given)
  8	2	11	-2	-5	0.2	11	0.1	10	1	-5
- COc1ccc(CCC(=O)NNC(=O)Nc2ccc(C(C)=O)cc2)cc1
  -16	-4	-10	-4	-5	-0.2	-9	-0.1	x	0	-6
- Cc1sc2nc(COC(=O)c3cccc(OC(F)F)c3)[nH]c(=O)c2c1C
  -1	0	-10	0	-1	0.3	8	0.0	-2	-8	-6
- CC1CCCCN1CCCNC(=O)c1c(O)nc2ccccn2c1=O (stereo not given)
  -11	2	9	3	-2	-0.1	7	-0.5	-8	-4	-4
- O=C(O)COc1ccc2c(c1)O/C(=C\c1ccco1)C2=O
  -1	-2	6	1	-23	-0.1	9	-0.2	-8	2	-12
